Compound activity: PubChem BioAssay, The Scripps Research Institute Molecular Screening Center
SRC2 inh = inhibits human steroid receptor coactivator 2; Q15596; HEK293 GAL4-SRC2 luciferase reporter, luminescence; inhibition, % at 9 µM; 0.17% of 370,000 active; AID 651957;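 active means inhibition above the mean inhibition of all tested compounds plus 3 SD, set per campaign, cut at about 52% in these data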;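 further: 0% = DMSO treated cells and 100% = cells given Gossypol at 36 µM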
Target sequence (Q15596 whole entry, looked up, the tested form may be a part): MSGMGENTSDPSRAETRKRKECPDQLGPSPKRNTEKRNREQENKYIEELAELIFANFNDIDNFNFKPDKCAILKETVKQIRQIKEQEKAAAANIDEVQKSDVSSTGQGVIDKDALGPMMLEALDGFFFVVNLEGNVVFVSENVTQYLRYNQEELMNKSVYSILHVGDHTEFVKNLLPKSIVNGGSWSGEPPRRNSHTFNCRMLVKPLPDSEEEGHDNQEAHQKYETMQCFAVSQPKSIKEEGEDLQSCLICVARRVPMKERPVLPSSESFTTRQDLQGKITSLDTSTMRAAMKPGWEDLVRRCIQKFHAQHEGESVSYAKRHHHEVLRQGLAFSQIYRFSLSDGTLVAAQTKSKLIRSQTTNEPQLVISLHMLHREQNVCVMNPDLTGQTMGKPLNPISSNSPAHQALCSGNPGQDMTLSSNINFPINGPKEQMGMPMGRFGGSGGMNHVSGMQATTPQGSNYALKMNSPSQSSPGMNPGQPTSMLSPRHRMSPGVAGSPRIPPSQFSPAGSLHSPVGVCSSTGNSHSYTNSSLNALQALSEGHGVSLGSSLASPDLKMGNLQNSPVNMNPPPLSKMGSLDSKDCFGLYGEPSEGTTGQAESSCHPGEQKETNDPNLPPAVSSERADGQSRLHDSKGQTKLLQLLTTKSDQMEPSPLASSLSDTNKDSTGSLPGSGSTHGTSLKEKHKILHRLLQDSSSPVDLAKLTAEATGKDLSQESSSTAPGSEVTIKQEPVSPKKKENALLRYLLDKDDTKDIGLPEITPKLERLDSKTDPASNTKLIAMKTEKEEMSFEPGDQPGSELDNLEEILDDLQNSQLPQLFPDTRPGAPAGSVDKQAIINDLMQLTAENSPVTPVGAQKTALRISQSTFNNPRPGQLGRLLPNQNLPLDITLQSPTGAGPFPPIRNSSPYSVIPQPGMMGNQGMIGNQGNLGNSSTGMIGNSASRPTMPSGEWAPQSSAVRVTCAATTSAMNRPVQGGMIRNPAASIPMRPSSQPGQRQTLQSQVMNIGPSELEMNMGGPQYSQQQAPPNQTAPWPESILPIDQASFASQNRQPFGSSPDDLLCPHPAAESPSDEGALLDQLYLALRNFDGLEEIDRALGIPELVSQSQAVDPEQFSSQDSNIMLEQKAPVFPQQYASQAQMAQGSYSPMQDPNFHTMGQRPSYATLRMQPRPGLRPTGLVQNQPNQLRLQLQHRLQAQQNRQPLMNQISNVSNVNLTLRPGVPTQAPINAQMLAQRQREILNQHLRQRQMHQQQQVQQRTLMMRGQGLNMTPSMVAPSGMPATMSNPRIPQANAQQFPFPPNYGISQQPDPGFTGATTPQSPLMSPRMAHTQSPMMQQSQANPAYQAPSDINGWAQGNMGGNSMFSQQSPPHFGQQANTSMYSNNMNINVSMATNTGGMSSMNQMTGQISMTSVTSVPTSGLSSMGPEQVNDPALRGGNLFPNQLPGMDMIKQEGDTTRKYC
NR2F2 inh = NR2F2 (human) inhibition, primary screen; P24468; HEK293T NGFI-A luciferase reporter, luminescence; inhibition, % at 8.6 µM; 0.7% of 370,000 active; AID 686940;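 active means inhibition above a per-plate cutoff, mean inhibition of test wells between control levels plus 3 SD, cut at about 38% in these data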;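 further: cells cotransfected with COUP-TFII expression vector driving the NGFI-A reporter; 0% = median of COUP-TF2 test wells and 100% = reporter-only cells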
Numbers without * were called inactive. Only part of the results is shown, so the mix of outcomes need not match the whole.

SMILES	SRC2 inh	NR2F2 inh
C=CCCC1CN(Cc2ccc(OC)cc2)S(=O)(=O)c2c(Oc3ccc(C)cc3)cccc2O1 (stereo not drawn)	-6	0
O=C1c2ccccc2S(=O)(=O)c2cc(N3CCC4(CC3)OCCO4)ccc21	-34	-10
COc1cccc(CNC(=O)C2CCC(CNS(=O)(=O)c3cccc4cccnc34)CC2)c1OC (stereo not drawn)	-8	-14
O=C(N=C1N(Cc2ccccc2)[C@@H](Cc2ccccc2)[C@]2(C=C3CCCCC3n3c(=O)n(-c4ccccc4)c(=O)n32)N1C(=O)OCc1ccccc1)c1ccccc1 (stereo partly drawn)	-7	-13
N#CCCN1CCC(N)=NC1=NC#N	-27	-11
COC(=O)[C@]12C[C@H](CC(=O)NCCCCc3ccccc3)C(=O)N(Cc3ccc4c(c3)OCO4)C1=C[C@H](C(C)(C)C)O[C@@H]2C	-30	7
CN(C(=O)CNC(=O)c1ccccc1OCC(=O)Nc1ccc(Br)cc1)c1ccccc1	2	20
CCCC[C@H]1C2CC(OC(=O)Nc3ccccc3Cl)C(C2)[C@H]2CCCCN21 (stereo partly drawn)	-8	4
CCOC(=O)[C@@]12CCCC3=C1N(CCC3)C(=O)[C@H]2CC(=O)NCc1ccccc1	-1	-23
COc1ccccc1C(=O)NC1CCCCN(Cc2ccc(OC(F)(F)F)cc2)C1=O (stereo not drawn)	-12	11
COc1cc(-c2noc(CCC(N)=O)n2)cc(OC)c1OC	18	9
COC(=O)[C@]12C[C@H](CC(=O)NCc3ccc(C)o3)C(=O)N(Cc3ccc(Cl)cc3Cl)C1=C[C@H](C1CCCC1)O[C@@H]2C	-1	-12
Cc1ccccc1C(=O)N1CCC[C@@H]1C(=O)N1CCC[C@H]1C(=O)NCc1ccccc1	-6	-1
COc1cccc(Cn2c(NCc3ccco3)nc3c2c(=O)n(C)c(=O)n3C)c1	22	49*
Cc1[nH]nc2c1C(c1ccc(F)cc1)N(c1ccccc1)C2=O (stereo not drawn)	3	1
CCn1c(C)nc2cc(C(=O)NNC(=O)Nc3ccc(Cl)c(Cl)c3)ccc21	-20	-8
COc1ccc(S[C@]2(C(=O)N3CCCC3)CC(=O)N(c3ccc4c(ccn4C)c3)[C@@H]2c2ccc(OC)cc2)cc1	4	-3
COc1ccc(CNC(=O)[C@@H](Cc2ccccc2)NC(=O)[C@H]2O[C@@H](n3ccc(=O)[nH]c3=O)[C@H](O)[C@@H]2O)cc1	3	8
Cc1cc(C)cc(N(CC(=O)NC2CCC(C)CC2)S(=O)(=O)c2cccs2)c1 (stereo not drawn)	-26	-13
COC(=O)[C@]12C[C@H](CC(=O)N3CCN(C(=O)C4CC4)CC3)C(=O)N(CCC3=CCCCC3)C1=C[C@H](COCc1ccccc1)O[C@@H]2C	-9	3
COc1ccc(C2CC(=O)C(c3ccc(C(N)=O)cc3)=CN2Cc2ccccc2)cc1 (stereo not drawn)	3	7
CCCCC(=O)N1CCN(C(=O)c2ccc3c(c2)nc(C)n3C2CCCC2)CC1	2	-11
Fc1ccccc1Cn1ccc2ccc(-c3ccc4ccn(Cc5ccccc5)c4c3)cc21	7	-2
O=C(Nc1ccccc1Cl)C1CC(=O)n2c(nc3ccccc32)N1 (stereo not drawn)	-9	12
COc1ccc(OC)c(S(=O)(=O)N2CCCCC2C(=O)N2CCCN(C)CC2)c1 (stereo not drawn)	-38	12
SMILES	SRC2 inh	NR2F2 inh
COC(=O)c1ccc(CSc2nnc(Nc3ccccc3OC)s2)o1	-19	4
Cc1ccnc(NS(=O)(=O)c2cc(C(F)(F)F)ccc2Cl)c1	2	1
CCOC(=O)CC[C@@]1(C(=O)OCC)C[C@@H](CC(=O)NCc2cccc3ccccc23)C(=O)N2CCCC=C21	12	-8
COC(=O)N1Cc2ccnnc2CC1c1ccccc1Br (stereo not drawn)	10	-6
O=[N+]([O-])c1ccccc1/C=C/C=Nn1c(-c2ccc(F)cc2)n[nH]c1=S	7	13
O=C(NCCc1ccc(F)cc1)c1ccc(Sc2ccccc2Cl)c([N+](=O)[O-])c1	9	7
CCCCCCCCN1CCS(=O)(=O)N(Cc2ccc(F)cc2)C(C(=O)OC)C1 (stereo not drawn)	22	13
CCCCNC(=O)C[C@H]1C[C@@]2(C(=O)OCC)CCCC3=C2N(CCC3)C1=O	22	4
CC(C)(C)c1ccc(S(=O)(=O)N2CCCC(C(=O)NCCN3CCC(Cc4ccccc4)CC3)C2)cc1 (stereo not drawn)	23	6
O=C(/C=C(\Nc1cccc(F)c1)c1ccccc1)c1ccccc1	-4	-39
CC(=O)c1ccc(S(=O)(=O)NCC2CCN(C(=O)C(=O)c3cccs3)CC2)cc1	-16	3
CC(C)c1cc(C(C)C)c(S(=O)(=O)NCC(=O)N2CCN(c3ncccn3)CC2)c(C(C)C)c1	-1	-13
Cc1nc(C2CCC3C4CCC5=CC(=O)CC[C@]5(C)C4CC[C@]23C)cs1 (stereo partly drawn)	2	18
CC(C)C[C@H](NC(=O)c1ccco1)C(=O)N1CCC[C@H]1C(=O)NCc1ccccc1	7	-13
CC(C)NC(=O)OC[C@@H]1CSCCS(=O)(=O)N1	-25	8
CCC(=O)NCC[C@@H]1CCc2ccc3c(c21)CCO3	-19	-1
O=C(NCCc1ccccc1)OCc1cn(-c2cccc(F)c2F)nn1	12	-13
COc1ccccc1-c1nc(NC(C)=O)n[nH]1	0	-10
COC(=O)[C@]12C[C@H](CC(=O)NCc3cccs3)C(=O)N(Cc3ccccc3)C1=C[C@H](C(C)C)O[C@@H]2C1CC1	-22	-17
CCOC(=O)[C@@]12CN(C(=O)OC(C)(C)C)CC=C1N(Cc1ccc(OC)cc1)C(=O)[C@H]2CC(=O)N1CCN(C(=O)C2CC2)CC1	2	-14
CC1=C(C(=O)OCc2ccccc2)C(c2ccc(Br)cc2)NC(=O)N1CCCC(=O)O (stereo not drawn)	-5	10
COc1ccccc1C(=O)N1O[C@]23C=C[C@]14C[C@@H](O)CC[C@]4(C)C2CC[C@]1(C)[C@@H]([C@H](C)/C=C/[C@H](C)C(C)C)CC[C@H]13 (stereo partly drawn)	22	16
Cc1ccc(C)c(NC(=O)c2ccc(CS(=O)(=O)Cc3ccccc3C)o2)c1	-8	-4
CC(C)c1ccc2c(c1)C(N1CCNCC1)Cc1ccc(F)cc1S2 (stereo not drawn)	6	-6
CN1OC[C@@H]2CN[C@H](c3ccc(-n4ccnc4)cc3)C[C@@H]21	5	-10
SMILES	SRC2 inh	NR2F2 inh
N#CCC[C@@H]1CC[C@]2(CCCN(C(=O)c3cccnc3)C2)O1	-14	-8
COC(=O)[C@]12C[C@H](CC(=O)NCCCN3CCCC3=O)C(=O)N(Cc3ccccc3)C1=C[C@H](C(C)C)O[C@@H]2C1CC1	-8	-6
CCCN1C(=O)c2[nH]nc(-c3ccccc3)c2C1c1ccc(F)cc1 (stereo not drawn)	-17	-3
Cc1ccc(N(CCC(=O)Nc2nnc(C3CC3)s2)S(=O)(=O)c2ccccc2)cc1	8	-1
COc1ccccc1C(=O)N1CCCC(c2nc(-c3cccs3)no2)C1 (stereo not drawn)	-8	-16
Cc1ccccc1NC(=O)c1ccc(Cl)c(NC(=O)c2cccnc2)c1	-3	-9
C=CC[C@]12C[C@@]3(O[C@H](c4ccccn4)N=C3C[C@H](c3ccc(OC)cc3)[C@H]1C)N(C1CCN(Cc3ccccc3)CC1)C2=O	9	-10
CCc1ccc(CCNC(=O)OC2CC3CC2[C@H]2CCCCN2[C@H]3Cc2ccccc2)cc1 (stereo partly drawn)	8	11
Cc1ccc(-n2c(=O)c3sccc3n(Cc3cc(=O)n4ccccc4n3)c2=O)cc1F	-30	7
Nn1c(SCC(=O)Nc2cc(C(F)(F)F)ccc2Cl)nnc1-c1n[nH]c2c1CCC2	-2	-12
CN1[C@H](Cc2ccccc2)COc2cccc(N3CCSCC3)c2S1(=O)=O	10	5
O=C(Nc1nc2ccccc2s1)c1ccc2c(c1)S(=O)(=O)c1ccccc1C2=O	-25	23
C(#CC1=CCCCC1)CNCc1ccccc1	-2	9
c1ccc(C(c2ccccc2)N2CCN(c3nc4ccccc4n4cnnc34)CC2)cc1	-10	3
C=CCN1C(=O)[C@H](CC(=O)NCc2ccc(OC)c(OC)c2)[C@@]2(C(=O)OCC)CCCC=C12	-1	24
Cc1nc(Nc2ncc(C(=O)Nc3c(C)cccc3Cl)s2)cc(N2CCN(CCO)CC2)n1	-7	39*
Cc1n[nH]c(C)c1S(=O)(=O)NC(C)Cc1ccccn1 (stereo not drawn)	8	-22
O=C1c2ccccc2S(=O)(=O)c2cc(N3CCN(c4ccccc4)CC3)ccc21	-5	18
CCOC(=O)N1CCN(C(=O)C[C@H]2C(=O)N(CCCOC)C3=CCCC[C@@]32C(=O)OCC)CC1	-3	-20
c1ccc(-c2c[nH]c3cccc(-c4cc5ccccc5o4)c23)cc1	-4	9
Cc1ccc(C(=O)N/C(=C/c2ccco2)C(=O)Nc2cccc(C(=O)O)c2)cc1	-42	8
Cc1occc1C(=O)n1nnc2ccccc21	-11	4
Cc1cc(=O)oc2cc(OCC(=O)N3CC(C)OC(C)C3)ccc12 (stereo not drawn)	2	20
Cc1occc1-c1nnc(SCC(=O)Nc2ccc3ncccc3c2)n1-c1ccccc1	-29	-4
C=CCNC(=O)CN(C(=O)Cc1ccc(Cl)cc1)c1cccc(Br)c1	9	8
SMILES	SRC2 inh	NR2F2 inh
CC(C)(C)N(Cc1cn(CC2CCCCC2)nn1)S(=O)(=O)c1ccc(F)cc1Br	22	2
CC(C)c1cc(C(C)C)c(S(=O)(=O)N2CCCC(C(=O)N3CCN(Cc4ccccc4)CC3)C2)c(C(C)C)c1 (stereo not drawn)	3	5
Cc1cc(NS(=O)(=O)c2ccc(NC(=O)CSc3nnc(SCc4ccc(Cl)cc4)s3)cc2)nc(C)n1	10	10
COc1nc(N)nc2c1ncn2[C@@H]1O[C@H](CO)[C@@H](O)[C@@H]1O	18	3
Cc1ccc(-n2c(SCC(=O)Nc3cccc4ccccc34)nnc2-c2ccccn2)cc1	-6	14
Cc1ccc(-n2c(SCc3cccc(F)c3)nnc2-c2cccc(C)c2)cc1	22	-8
CN(Cc1ccccc1)C(=O)OCc1cn(Cc2ccccc2)nn1	-6	-10
COc1ccc(CN2C[C@]3(C=C(C)Cn4c(=O)n(-c5ccccc5)c(=O)n43)N(C(=O)OCc3ccccc3)C2=NC(=O)c2ccccc2)c(OC)c1	-10	-1
COc1cc(F)ccc1Oc1cccc2c1S(=O)(=O)N(C1CC1)C[C@@H](COCc1ccccc1)O2	3	-4
CCCCCCCCN1CCS(=O)(=O)N(Cc2ccc(C)cc2)C(C(=O)OC)C1 (stereo not drawn)	12	20
Nc1[nH]c(C(=O)c2ccccc2)c(-c2cccc3ccccc23)c1C(=O)c1ccc(Br)cc1	8	-10
CC(C)CNS(=O)(=O)/C=C/c1ccc(F)cc1CNC(=O)OC(C)(C)C	-18	5
CCOC(=O)c1csc(NC(=O)C2CCCN(S(=O)(=O)c3cccs3)C2)n1 (stereo not drawn)	3	6
C#CCOCCOCCOCCNc1nc(N2CCN(C(=O)[C@H](CCC(=O)O)n3cc(C(N)Cc4ccc(O)cc4)nn3)CC2)nc(N2CCN(C(=O)[C@H](CCC(=O)O)n3cc(C(N)Cc4ccc(O)cc4)nn3)CC2)n1 (stereo partly drawn)	26	-1
O=C(CCc1ccccc1-c1ccccc1CCNC(=O)c1ccccc1)NCc1ccccc1	-10	-12
COC(=O)[C@]12C[C@H](CC(=O)NCC3CCCCC3)C(=O)N(Cc3ccco3)C1=C[C@H](C1CCCC1)O[C@@H]2C	-19	5
O=C(c1ccccc1)c1ccc(-c2ccccc2C(=O)NC2CCCCN(Cc3ccc(Cl)cc3)C2=O)cc1 (stereo not drawn)	20	-10
CCOc1cc(S(=O)(=O)NCc2ccccn2)c(C)cc1C	4	5
O=C1Cn2nnc(-c3ccccc3)c2C2c3cc(Br)ccc3CCN12 (stereo not drawn)	-13	11
O=C(NCC1COc2ccccc2O1)c1ccc(NC(=O)c2cc(F)ccc2F)cc1 (stereo not drawn)	-13	17
CCOC(=O)CC[C@@H]1CC[C@]2(CCCN(C(=O)c3cccnc3)C2)O1	-4	-6
Cc1sc2nc(COC(=O)CNC(=O)c3cc(F)ccc3F)[nH]c(=O)c2c1C	-8	-32
CCN(CC)C(=O)CC[C@@H]1CC[C@]2(CCCN(Cc3ccc(Br)cc3)C2)O1	0	-4
O=C(CSc1nnc(COc2ccccc2)n1Cc1ccco1)Nc1ccc(OCc2ccccc2)cc1	-19	1

Three consecutive records out of the list so far:
SMILES	SRC2 inh	NR2F2 inh
Cc1sc2nc(COC(=O)CNC(=O)c3cc(F)ccc3F)[nH]c(=O)c2c1C	-8	-32
CCN(CC)C(=O)CC[C@@H]1CC[C@]2(CCCN(Cc3ccc(Br)cc3)C2)O1	0	-4
O=C(CSc1nnc(COc2ccccc2)n1Cc1ccco1)Nc1ccc(OCc2ccccc2)cc1	-19	1

Look-ups from the list:
Under NR2F2 inh, COc1ccc(C2CC(=O)C(c3ccc(C(N)=O)cc3)=CN2Cc2ccccc2)cc1 (stereo not drawn) reads 7
Under NR2F2 inh, c1ccc(C(c2ccccc2)N2CCN(c3nc4ccccc4n4cnnc34)CC2)cc1 reads 3
Under NR2F2 inh, C=CC[C@]12C[C@@]3(O[C@H](c4ccccn4)N=C3C[C@H](c3ccc(OC)cc3)[C@H]1C)N(C1CCN(Cc3ccccc3)CC1)C2=O reads -10
Under SRC2 inh, O=C(Nc1ccccc1Cl)C1CC(=O)n2c(nc3ccccc32)N1 (stereo not drawn) reads -9
Under SRC2 inh, C(#CC1=CCCCC1)CNCc1ccccc1 reads -2

3 entries from above, with values under each structure.
Below each SMILES: SRC2 inh, NR2F2 inh
O=C(N=C1N(Cc2ccccc2)[C@@H](Cc2ccccc2)[C@]2(C=C3CCCCC3n3c(=O)n(-c4ccccc4)c(=O)n32)N1C(=O)OCc1ccccc1)c1ccccc1 (stereo partly drawn)
→ -7, -13
N#CCCN1CCC(N)=NC1=NC#N
→ -27, -11
COC(=O)[C@]12C[C@H](CC(=O)NCCCCc3ccccc3)C(=O)N(Cc3ccc4c(c3)OCO4)C1=C[C@H](C(C)(C)C)O[C@@H]2C
→ -30, 7
